TNAP act hi DEA: activators of human TNAP at high phosphate acceptor concentration | P05186 | purified TNAP, CDP-star luminescence, 1 M DEA, 30 min; hits give high values; 0 = EDTA background, 1 = DMSO-only activity | activation factor at 20 µM | 200,000 tested, under 10 active | AID 1136;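 active means activation factor at least 2 at 20 µM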
Target sequence (P05186 whole entry, looked up): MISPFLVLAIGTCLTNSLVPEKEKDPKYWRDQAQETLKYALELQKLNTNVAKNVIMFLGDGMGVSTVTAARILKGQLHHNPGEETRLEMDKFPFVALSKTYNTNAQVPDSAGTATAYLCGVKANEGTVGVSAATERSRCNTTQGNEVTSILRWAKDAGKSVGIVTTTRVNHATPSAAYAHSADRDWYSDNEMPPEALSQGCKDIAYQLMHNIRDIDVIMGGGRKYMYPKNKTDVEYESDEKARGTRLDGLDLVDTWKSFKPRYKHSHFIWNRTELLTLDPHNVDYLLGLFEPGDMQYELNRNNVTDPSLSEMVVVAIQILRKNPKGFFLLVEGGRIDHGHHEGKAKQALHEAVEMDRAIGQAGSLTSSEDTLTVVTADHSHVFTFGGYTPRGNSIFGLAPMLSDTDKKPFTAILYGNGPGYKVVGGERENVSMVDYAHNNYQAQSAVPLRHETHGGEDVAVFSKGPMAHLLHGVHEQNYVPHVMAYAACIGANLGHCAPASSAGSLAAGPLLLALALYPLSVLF
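Control set: EDTA negative control, DMSO positive control / Assay system: human TNAP / Quantity: TNAP 1/800 final / Evaluation: TNAP activation factor scaled between EDTA and DMSO control wells / Measured by: luminescent substrate turnover signal / Compound dosing: one dose, 20 µM / Times: 30 min enzyme reaction at room temperature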
bIAP activator: intestinal alkaline phosphatase (bovine) activation; activation factor at 20 µM; 200,000 compounds, 0.17% hits; purified bovine IAP, CDP-star luminescence, 30 min; hits give high values; fold of DMSO-control signal, blank-subtracted; AID 1016;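 active means activation factor of 2 or more at 20 µM, a signal rise over negative controls twice the positive control's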
FLuc inh counter: counter-screen for luciferase assay inhibitors: firefly luciferase inhibition; P08659; ATPLite firefly luciferase biochemical luminescence, 10 min; inhibition, % at 10 µM; 200,000 compounds, 1.5% hits;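 active means inhibition above about 50% when tested at 10 µM, limit read from the data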
Target sequence (P08659 whole entry, looked up): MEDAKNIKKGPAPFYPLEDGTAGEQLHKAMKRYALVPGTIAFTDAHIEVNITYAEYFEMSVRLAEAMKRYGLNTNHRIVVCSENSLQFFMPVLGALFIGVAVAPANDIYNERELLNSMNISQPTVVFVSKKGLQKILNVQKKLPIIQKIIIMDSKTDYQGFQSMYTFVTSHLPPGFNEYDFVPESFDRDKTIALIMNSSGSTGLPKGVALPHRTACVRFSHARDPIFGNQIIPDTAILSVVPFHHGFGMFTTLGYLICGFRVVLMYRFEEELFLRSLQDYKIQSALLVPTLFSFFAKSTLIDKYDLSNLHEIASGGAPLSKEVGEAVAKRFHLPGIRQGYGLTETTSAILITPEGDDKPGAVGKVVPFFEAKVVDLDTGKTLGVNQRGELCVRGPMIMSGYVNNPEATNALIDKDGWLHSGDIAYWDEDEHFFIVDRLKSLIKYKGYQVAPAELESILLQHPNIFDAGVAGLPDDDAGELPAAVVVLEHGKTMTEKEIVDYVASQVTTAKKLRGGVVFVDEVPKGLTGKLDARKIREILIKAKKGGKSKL
FLuc stim CS: firefly luciferase counter-screen for stimulation assays. ATPlite luciferase biochemical, luminescence, 10 min; 0 = ATP-free wells, 1 = DMSO control. AID 1027. 200,000 tested, under 10 active. P08659. activation factor at 10 µM;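 active means luciferase activation factor, scaled between plate controls, of at least 2 with compound at 10 µM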
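System: luciferase plus luciferin reagent, cell-free; medium: PBS as buffer for the ATP substrate; dosing: test compounds dosed from 2 mM stocks in 100% DMSO; timing: 10 min post-reagent at room temperature; measured by: luminescence measurement of luciferase light output; evaluation: luciferase activation, seen as luminescence increase over controls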
Lmaj promast: Leishmania major promastigote growth inhibition; 200,000 compounds, 9% hits; Leishmania major promastigotes, resazurin fluorescence viability; inhibition, % at 10 µM; in the data active means inhibition above about 50%;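 further: promastigotes grown with compound for 44 hours at 28 °C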
bIAP inhibitor: intestinal alkaline phosphatase (bovine) inhibition; purified bovine IAP, CDP-star luminescence, 30 min; inhibition, % at 20 µM; 190,000 tested, under 10 active; AID 1019;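 active means over 50% inhibition of intestinal alkaline phosphatase at 20 µM in the single-dose screen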
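System: Purified bovine intestinal alkaline phosphatase (IAP) enzyme | Input: IAP diluted 1/65,000,000 in the well | Also added: CDP-star chemiluminescent phosphatase substrate, 30 µM final | Dosing: 20 µM single dose | Times: Enzyme reaction for 30 min at room temperature | Detection: Luminescence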
RAM inhibit: blocks the yeast RAM network; S. cerevisiae dse1pr::URA3 reporter, 5-FOA growth OD615, 2 d; analog-sensitive cbk1-as2 kinase mutant strain; inhibition, % at 50 µM; 190,000 compounds, 1.8% hits; AID 868;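 active means inhibition above a set limit, 3 SD over mean compound inhibition, cut at about 8.4% in these data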;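 further: 0% = DMSO-only wells with no growth and 100% = 10 µM 1-NA-PP1 full growth; inhibition rescues growth on 5-FOA so higher OD means more RAM inhibition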
TNAP inh hi DEA: blocks human TNAP under high phosphate acceptor concentration. purified TNAP, CDP-star luminescence, 1 M DEA. inhibition, % at 20 µM. 200,000 compounds, 0.03% hits. AID 1135;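 active means over 50% inhibition of tissue-nonspecific alkaline phosphatase at 20 µM in the single-dose screen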;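 further: plate controls were DMSO wells for no effect and EDTA-quenched wells as full inhibition for full effect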
APP transl inh: APP translation inhibition; SH-SY5Y APP 5'UTR-luciferase reporter, luminescence; inhibition, % at 2 µM; 190,000 compounds, 0.82% hits; AID 1285;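 active means inhibition above a set limit, derived from the sample mean plus 3 SD, cut at about 45% in these data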; further: values of inactives mirror those of a sister screen read the other way
TNAP inh noacc: inhibitors of human TNAP without phosphate acceptor. purified TNAP, CDP-star luminescence, 30 min. inhibition, % at 20 µM. 200,000 compounds, 0.26% hits. AID 1012;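 active means tissue-nonspecific alkaline phosphatase inhibition above about 50% at 20 µM in the single-dose screen, limit read from the data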;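 further: 0% = DMSO negative control and 100% = EDTA positive control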
* hit, by the source's call; nt = no result given.

SMILES	TNAP act hi DEA	bIAP activator	FLuc inh counter	FLuc stim CS	Lmaj promast	bIAP inhibitor	RAM inhibit	TNAP inh hi DEA	APP transl inh	TNAP inh noacc
OC(CNc1ccccc1)Cn1ccc2ccccc21 (stereo not given)	1.1	0.9	-7	1.1	1	14	3.8	-8	-1	-15
Cn1c(/C=N/NC(=O)c2ccccc2Br)nc2ccccc21	1.1	1.2	-1	1	5	-15	-0.5	-7	-9	0
Cc1ccc(S(=O)(=O)NCC(=O)Nc2cccc([N+](=O)[O-])c2)cc1	1	1	-8	1.1	2	0	0.7	-3	15	-2
O=C1CN(C(=O)c2ccco2)c2ccccc2N1	1	0.8	-10	1.1	1	20	1.6	-4	13	-7
CCc1ccc2c(c1)C1(NN=C(c3ccccc3)S1)C(=O)N2 (stereo not given)	1	0.9	0	1	99*	8	0.9	-3	-26	25
COC(=O)c1ccccc1NC(=O)Nc1cc(C)ccn1	1	1	-6	1.1	-3	0	2.5	-1	0	-4
CCc1c(C(C)O)oc2ccc3c(C)cc(=O)oc3c12 (stereo not given)	1.1	1	-5	1.1	1	5	0.5	-8	0	-10
CN1CCN(c2ccccc2NC(=O)c2cccc(OCc3ccccc3)c2)CC1	1	1	-7	1.1	30	2	2.8	-4	17	-1
CSc1ccc(CNc2ccc(Cl)cc2)cc1	1	1	-3	1	100*	2	2.7	-4	-27	-9
COc1cccc(OC)c1C(=O)NC(=S)Nc1ccc2c(c1)C(=O)N(C)C2=O	1	0.7	8	0.9	-6	32	1.5	2	-21	-2
Cn1c(SCC(=O)N2c3ccccc3CCc3ccccc32)nnc1-c1ccc(O)cc1	1	1.2	-4	1	18	-16	3.5	-2	13	-1
CCc1nnc(NC(=O)c2ccc(S(=O)(=O)N(CCOC)CCOC)cc2)s1	1	0.9	-1	1	-9	13	2.1	-4	-9	-20
CCN(CC)S(=O)(=O)c1ccc(OC)c(NC(=O)C(Cc2ccccc2)N2C(=O)c3ccccc3C2=O)c1 (stereo not given)	1	0.9	-1	1	-6	12	5.8	1	11	-6
COc1cccc(/C=C2/SC(=O)N(CC(=O)N3CCc4ccccc4C3)C2=O)c1OCC(=O)O	1	1.1	0	1	-2	-8	4.7	2	-4	-6
CCOC(=O)C(CC(C)C)CP(=O)(O)CNC(=O)OCc1ccccc1 (stereo not given)	1.1	0.9	-8	1.1	-4	8	1.9	-6	-5	-12
O=C(O)c1ccc(COc2ccc3c4c(c(=O)oc3c2)CCC4)o1	1	1	8	0.9	-8	1	1.4	-5	4	-9
Cc1ccc(C(=O)c2c(NC(=O)c3ccncc3)sc3c2CCCC3)cc1	0.9	1	-7	1.1	16	-1	1.6	6	-2	3
O=C(C1CCCO1)N1CCN(C(=S)Nc2ccc(Cl)cc2)CC1 (stereo not given)	1	2.4*	-4	1	-7	-142	-0.1	3	-3	-7
O=C(O)[C@H](Cc1ccccc1)N1Cc2ccccc2C1=O	1.1	0.9	-4	1	-8	7	0.2	-7	0	-20
CCCCOc1cccc(-c2nnc(N)s2)c1	1.1	0.7	-3	1	-2	29	2.2	-8	-16	-7

Two entries from above, bar-delimited.
Compound | TNAP act hi DEA | bIAP activator | FLuc inh counter | FLuc stim CS | Lmaj promast | bIAP inhibitor | RAM inhibit | TNAP inh hi DEA | APP transl inh | TNAP inh noacc
O=C(O)[C@H](Cc1ccccc1)N1Cc2ccccc2C1=O | 1.1 | 0.9 | -4 | 1 | -8 | 7 | 0.2 | -7 | 0 | -20
Cc1ccc(C(=O)c2c(NC(=O)c3ccncc3)sc3c2CCCC3)cc1 | 0.9 | 1 | -7 | 1.1 | 16 | -1 | 1.6 | 6 | -2 | 3

Other compounds follow.
SMILES	TNAP act hi DEA	bIAP activator	FLuc inh counter	FLuc stim CS	Lmaj promast	bIAP inhibitor	RAM inhibit	TNAP inh hi DEA	APP transl inh	TNAP inh noacc
CCCC(O)(c1ccc(OC)cc1)C(CN1CCOCC1)c1ccccc1 (stereo not given)	1	1.1	-6	1.1	38	-11	1.2	4	-9	0
O=C1NCCN(Cc2ccoc2)C1CC(=O)N(Cc1ccccc1)CC1CCC1 (stereo not given)	1	0.9	-4	1	-4	11	-0.1	0	0	-4
O=C(c1noc2c1CCCC2)N1CCCCC1	1	0.9	2	1	-9	6	-0.2	4	-9	1
Cc1cc(N2CCCCC2)nc2ccc(NC(=O)c3ccc(Br)o3)cc12	1	1	-5	1.1	94*	0	0.1	-4	-17	-1
CCCCNC(=O)c1c(O)c2cccc3c2n(c1=O)CCC3	1	1	-10	1.1	-7	2	1.5	-4	4	-8
CCOC(=O)c1c(N)sc2c(OCC)c(Br)ccc12	1	0.8	-7	1.1	11	21	3.1	-2	-20	1
CCCCNC(=O)c1c(C)cc(=O)oc1C	1	0.9	-6	1.1	-2	9	0.6	-4	-26	-12
CCC(=O)Nc1cccc(NC(=O)c2cc3ccccc3o2)c1	1.1	0.9	54*	0.5	11	8	1.9	-6	-89	-10
C=CCn1c(=O)[nH]c2cc(C(=O)N3CCN(c4ccc(C(C)=O)cc4)CC3)ccc2c1=O	1	1	-2	1	2	-4	2.8	-3	15	-6
Cc1onc(-c2ccccc2)c1C(=O)Nc1nc(-c2cc(F)ccc2F)cs1	1.1	0.9	-2	1	-4	12	3.5	-6	-29	-14
CCOC(=O)C1CCN(C(=O)Cc2c(F)cccc2Cl)CC1	1	1	-8	1.1	-5	3	0.4	-4	2	-12
COCCNC(=O)CSc1nc(-c2ccc(OC)c(OC)c2)cc(C(F)(F)F)n1	1	1.1	-10	1.1	-2	-8	0.4	-1	0	-9
C=CCNc1oc(/C=C/c2ccccc2)nc1C#N	1.1	0.8	20	0.8	2	18	2.0	-5	-174	-18
COc1ccc(N2CC(O)=C(c3nc(-c4ccc(F)cc4)cs3)C2=N)cc1OC	1	1	-4	1	7	-3	3.4	-4	2	-31
Cc1cc(C)c(NC(=S)N(CCCN2CCN(C)CC2)Cc2cccs2)c(C)c1	1	1	-7	1.1	18	2	0.6	0	-4	-5
N#Cc1cccc(NC(=S)Nc2ccccc2)c1	1.1	0.8	1	1	38	16	3.3	-6	-16	0
O=C1c2ccccc2C(=O)c2c(NCc3cccnc3)cccc21	0.9	0.8	8	0.9	3	20	1.8	12	-2	13
CC(=O)c1ccc(S(=O)(=O)Nc2cc3c(cc2C(C)=O)OCO3)cc1	1	1	-5	1.1	16	3	2.8	-1	-10	-11
Cc1ccc(-n2nc(-c3ccccc3)cc2Nc2ccccc2N)cc1	1	0.5	1	1	8	47	0.1	2	-16	-4
COC(=O)C1CCN(C(=O)CSc2ccccc2)CC1	1.1	1.1	-6	1.1	44	-14	0.9	-5	10	-10
COc1cccc(OCC(O)CO)c1 (stereo not given)	1	0.8	-2	1	-2	16	0.1	0	-9	-6
COc1cc2c(cc1OC)CN(S(=O)(=O)c1cccs1)CC2	1	1.2	0	1	1	-16	2.8	2	-10	-2
COc1ccc(C2NCCc3cc(OC)c(OC)cc32)cc1OC (stereo not given)	1	1	-3	1	-3	4	0.1	-3	59*	0
O=C(NN1CCOCC1)c1cccc2ccccc12	1	0.9	-9	1.1	-3	12	1.4	-2	-10	-2
CC1CCCN(c2nc3c(c(=O)[nH]c(=O)n3C)n2CCCc2ccccc2)C1 (stereo not given)	1	0.9	-8	1.1	21	7	-0.3	-4	-6	-12
CCOc1ccccc1-c1cc(-c2ccc(OC)cc2)nc2c1c(=O)n(C)c(=O)n2C	1	1	-6	1.1	nt	-2	nt	0	nt	0
CN(C)CCCN(C(=O)c1cc2ccccc2oc1=O)c1nc2ccc(F)cc2s1	1	0.8	-2	1	1	21	1.5	4	-1	5
CC(C)NC(=O)NC(=O)COC(=O)Cc1c(F)cccc1Cl	1	1	-5	1	-7	5	0.9	-4	-10	-6
Nc1c(C(=O)O)ccc2c1C(=O)c1ccccc1C2=O	0.7	0.9	14	0.9	-4	15	0.5	32	3	23
CCc1nnc(NS(=O)(=O)c2ccc(N=Cc3c(C)[nH]n(-c4ccc(C)cc4)c3=O)cc2)s1	1.1	1.1	7	0.9	-4	-11	-0.1	-6	-7	-2
Cc1onc(-c2c(F)cccc2Cl)c1C(=O)Nc1sc2c(c1C#N)CCC(C(C)(C)C)C2 (stereo not given)	1	1.1	-1	1	20	-13	5.1	5	-16	-1
O=C(Nc1ccc(N2CCOCC2)c(Cl)c1)c1ccc(Cl)cc1	1	0.9	7	0.9	14	6	2.0	4	-49	-3
CCn1c(=O)cc(OCC(=O)N2CCc3ccccc32)c2ccccc21	1	1	-6	1.1	-7	2	5.0	0	-23	1
c1ccc(COc2ccc(CNCc3cccnc3)cc2)cc1	1	1.3	1	1	99*	-27	2.6	-4	-7	-10
O=C(c1ccco1)N1CCN(C(c2ccccc2F)c2nnnn2CC2CCCO2)CC1 (stereo not given)	1	1	-4	1	5	2	-0.4	-3	-14	-12
CC(=O)N1CC=CC1(CC(C)C)C(=O)NCCN1CCOCC1 (stereo not given)	1	1	-5	1.1	-5	-4	4.5	-1	-2	0
CCc1cccc(C)c1NC(=O)CSc1nnc(CCCOc2ccc(Cl)cc2Cl)n1C	1	1	-3	1	1	2	1.7	-4	14	-4
COc1ccc(-n2cnc3cc(C(=O)NC4CCCC4)ccc32)cc1	1	1.1	-4	1	1	-8	-0.9	-2	-10	-18
COc1ccc(OCc2nc(N)nc(Nc3ccccc3)n2)cc1	1	0.8	4	1	28	20	4.6	0	-13	-4
Cc1ccc(S(=O)(=O)CCSC(=N)N)cc1	1	0.6	-4	1	7	42	1.1	-1	-13	25

Entries listed so far containing an aryl thioether with sulfur outside any ring (five):
SMILES	TNAP act hi DEA	bIAP activator	FLuc inh counter	FLuc stim CS	Lmaj promast	bIAP inhibitor	RAM inhibit	TNAP inh hi DEA	APP transl inh	TNAP inh noacc
CSc1ccc(CNc2ccc(Cl)cc2)cc1	1	1	-3	1	100*	2	2.7	-4	-27	-9
Cn1c(SCC(=O)N2c3ccccc3CCc3ccccc32)nnc1-c1ccc(O)cc1	1	1.2	-4	1	18	-16	3.5	-2	13	-1
COCCNC(=O)CSc1nc(-c2ccc(OC)c(OC)c2)cc(C(F)(F)F)n1	1	1.1	-10	1.1	-2	-8	0.4	-1	0	-9
COC(=O)C1CCN(C(=O)CSc2ccccc2)CC1	1.1	1.1	-6	1.1	44	-14	0.9	-5	10	-10
CCc1cccc(C)c1NC(=O)CSc1nnc(CCCOc2ccc(Cl)cc2Cl)n1C	1	1	-3	1	1	2	1.7	-4	14	-4

Screens from PubChem.
